SRC1 inh: human NCOA1 inhibition. 360,000 compounds, 0.12% hits. Q15788. HEK293 GAL4-SRC1 luciferase reporter, luminescence. inhibition, % at 3.6 µM. AID 588354;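 active means inhibition above the campaign mean plus 3 SD, with each screening campaign given its own cutoff, cut at about 60% in these data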;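 further: 0% = DMSO treated cells and 100% = gossypol at 36 µM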
TRAIL sens C8: sensitizes caspase-8 expressing cells to TRAIL | NB7+C8 cells + TRAIL, ATPlite viability luminescence | inhibition (viability loss, TRAIL sensitization), % at 10 µM | 360,000 compounds, 1% hits | AID 624354;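 active means compounds causing at least 50% loss of cell viability in the single-dose screen, relative to plate controls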
TROY signal inh: blocks TROY-dependent signaling in reporter cells; inhibition, % at 10 µM; Q293 LMP1-TROYcd NF-kB luciferase reporter, 4 h; 360,000 compounds, 0.98% hits;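 active means compounds whose plate-normalised and pattern-corrected inhibition of the luciferase reporter signal at the single screening dose is 50% or more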
COUP-TFII inh: blocks human COUP-TFII nuclear receptor | AID 686940 | P24468 | HEK293T NGFI-A luciferase reporter, luminescence | 370,000 compounds, 0.7% hits | inhibition, % at 8.6 µM;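 active means inhibition above a per-plate cutoff, mean inhibition of test wells between control levels plus 3 SD, cut at about 38% in these data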;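 further: cells cotransfected with COUP-TFII expression vector driving the NGFI-A reporter; 0% = median of COUP-TF2 test wells and 100% = reporter-only cells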
Shn3 3UTR inh: reduces Shn3 3'UTR luciferase signal in osteoblasts; Clone20 osteoblast Shn3 3'UTR firefly luciferase, 24 h; 360,000 compounds, 0.52% hits; inhibition, % at 12.5 µM;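 active means mean inhibition of at least 75% with every replicate also reaching 75%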;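 further: 0% = median of neutral control wells and 100% = pilot-screen positive control compound; some compounds past the cut are filed as inactive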
KKLEB cytotox: reduces viability of KKLEB cystic fibrosis airway cells. KKLEB CF airway cells viability, ATPlite luminescence, overnight; hits give low values; cells stimulated with P. aeruginosa culture filtrate. activity change (cytotoxicity), % at 5 µM. 360,000 compounds, 0.36% hits. AID 602141;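 active means corrected activity change at or below -50% at 5 µM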
NCOA3 inh: inhibitors of human steroid receptor coactivator 3 (SRC3) | Q9Y6Q9 | HEK293 GAL4-SRC3 luciferase reporter, luminescence | inhibition, % at 3.6 µM | 360,000 compounds, 0.17% hits | AID 588352;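 active means inhibition above a per-campaign cutoff, the mean of all compounds plus 3 SD, cut at about 60% in these data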;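 further: 0% = DMSO-treated cells and 100% = gossypol-treated cells at 36 µM; higher means less SRC3-driven luciferase light from the GAL4 reporter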
LMP1 NFkB inh: reduces LMP1-driven NF-kappaB luciferase signal; LMP1-induced NF-kappaB luciferase reporter cells, luminescence; inhibition, % at 12.5 µM; 350,000 compounds, 0.69% hits; AID 504558; in the data active means inhibition above about 41%;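 further: 0% = neutral control wells and 100% = reference inhibitor control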
TWEAK Fn14 block: inhibitors of TWEAK-Fn14 interaction signaling; AID 1159606; TWEAK-stimulated Fn14 reporter cells, luciferase luminescence, 8 h; 360,000 compounds, 2% hits; inhibition, % at 10 µM; in the data active means inhibition above about 50%
NR5A2 inv ag: suppresses constitutive activity of human LRH-1; 360,000 compounds, 0.13% hits; O00482; inhibition, % at 3.6 µM; HEK293T StAR-luciferase reporter, LRH-1 transfected, 24 h; AID 602396;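 active means inhibition above the mean inhibition of all tested compounds plus 3 SD, cut at about 73% in these data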;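 further: 0% = DMSO wells and 100% = reporter-only cells lacking LRH-1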
Target sequence (O00482 whole entry, looked up): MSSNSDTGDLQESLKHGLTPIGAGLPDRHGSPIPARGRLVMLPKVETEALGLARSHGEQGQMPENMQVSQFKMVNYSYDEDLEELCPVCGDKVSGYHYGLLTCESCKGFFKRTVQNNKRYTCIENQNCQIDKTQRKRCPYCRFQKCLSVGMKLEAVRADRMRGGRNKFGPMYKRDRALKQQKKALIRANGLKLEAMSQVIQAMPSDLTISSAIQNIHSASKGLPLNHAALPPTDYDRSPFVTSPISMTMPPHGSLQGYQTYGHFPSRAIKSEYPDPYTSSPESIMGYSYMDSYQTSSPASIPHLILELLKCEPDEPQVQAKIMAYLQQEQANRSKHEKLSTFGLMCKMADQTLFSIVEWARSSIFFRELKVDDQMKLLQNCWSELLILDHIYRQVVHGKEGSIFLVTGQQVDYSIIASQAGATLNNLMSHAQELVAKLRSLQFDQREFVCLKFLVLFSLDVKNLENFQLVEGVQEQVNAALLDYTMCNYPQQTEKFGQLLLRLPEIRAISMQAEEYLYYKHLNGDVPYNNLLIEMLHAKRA
CF NFkB block: blocks PAF-induced NF-kB reporter in cystic fibrosis cells | KKLEB NF-kB-GFP reporter, GFP fluorescence overnight | inhibition, % at 5 µM | 360,000 compounds, 0.86% hits;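 active means at least 50% inhibition at 5 µM, scaled per plate between neutral and stimulator controls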;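 further: PAF is a Pseudomonas aeruginosa culture filtrate used as stimulus; plate controls were PAF-stimulated DMSO wells for no effect and unstimulated DMSO wells for full effect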
Starred values were filed as active, the others as inactive; / = not tested or not shown.

1) CC(=O)C(Sc1ccc2nnc(-c3ccc(C)cc3)n2n1)C(C)=O
2) COCCCNC(=O)/C(C#N)=C/c1cc(C)[nH]c1C
3) CC(=O)c1c(C)oc2c1cc(NS(=O)(=O)c1ccc(C(=O)O)cc1)c1ccccc12
4) Cc1cc(Cl)ccc1C(=O)C1CCCN(C(=O)c2cnn(C(C)C)c2)C1 (stereo unspecified)
5) COc1cc(C(=O)OCC(=O)NCc2ccc(F)cc2)cc(NC(=O)c2cccs2)c1OC
Screen / compound no.	1	2	3	4	5
LMP1 NFkB inh	1	5	1	2	0
COUP-TFII inh	10	10	9	-6	-5
SRC1 inh	-5	-27	2	-11	-1
TRAIL sens C8	-5	-9	6	20	9
CF NFkB block	9	6	8	11	-69
NCOA3 inh	-14	2	0	15	8
NR5A2 inv ag	10	-4	14	1	23
Shn3 3UTR inh	7	-5	4	-13	1
KKLEB cytotox	-12	4	-1	0	11
TROY signal inh	-5	-2	25	13	-17
TWEAK Fn14 block	15	33	27	0	12

Overlap with the part before: two entries, then new ones.
4) Cc1cc(Cl)ccc1C(=O)C1CCCN(C(=O)c2cnn(C(C)C)c2)C1 (stereo unspecified)
5) COc1cc(C(=O)OCC(=O)NCc2ccc(F)cc2)cc(NC(=O)c2cccs2)c1OC
6) COCc1cc(Sc2ccc(Cl)cc2)nc(-c2ccccc2)n1
7) CCCN(CC(=O)Nc1cc(C)on1)CC(=O)Nc1ccccc1C
8) COc1nc(NC(C)C)nc(N(C#N)CN2C(=O)c3ccccc3S2(=O)=O)n1
9) Fc1ccc(N2CCN(Cc3nnc(-c4ccccc4)o3)CC2)cc1
10) O=C(NCc1ccccn1)C(C(=O)c1ccc(F)cc1)n1ccccc1=O (stereo unspecified)
Screen / compound no.	4	5	6	7	8	9	10
LMP1 NFkB inh	2	0	-9	3	-3	3	-12
COUP-TFII inh	-6	-5	-3	-2	8	9	5
SRC1 inh	-11	-1	-15	-30	7	5	-12
TRAIL sens C8	20	9	0	-13	0	-3	-11
CF NFkB block	11	-69	9	6	35	-10	15
NCOA3 inh	15	8	1	-9	1	2	0
NR5A2 inv ag	1	23	-1	28	9	-17	-5
Shn3 3UTR inh	-13	1	11	-2	4	14	-5
KKLEB cytotox	0	11	-2	-8	-20	1	-1
TROY signal inh	13	-17	-9	17	-1	7	-18
TWEAK Fn14 block	0	12	7	0	29	0	-2

11) O=C(Nc1ccc(Br)cc1)c1cccnc1N1CCCCC1
12) CCCCN1C2=C(C(=O)CCC2)C(c2ccc(Cl)c(Cl)c2)C2=C1c1ccccc1C2=O (stereo unspecified)
13) COc1ccc(-c2oc3ncn4nc(COc5ccccc5)nc4c3c2-c2ccc(OC)cc2)cc1
14) COc1ccc(/C=C(\C#N)C(=O)Nc2cccc(C)n2)cc1
15) Cc1nn(-c2ccccc2)nc1C(=O)OCC(=O)N1CCC(C)CC1
Screen / compound no.	11	12	13	14	15
LMP1 NFkB inh	-13	14	-3	-4	0
COUP-TFII inh	12	2	-14	-2	6
SRC1 inh	-11	-5	-78	-16	-7
TRAIL sens C8	-1	7	-3	-5	15
CF NFkB block	0	18	10	10	5
NCOA3 inh	-7	-23	-7	-29	9
NR5A2 inv ag	4	0	-15	-4	-31
Shn3 3UTR inh	1	12	6	3	-36
KKLEB cytotox	-4	-24	-1	-2	-21
TROY signal inh	-29	-13	-10	-59	-7
TWEAK Fn14 block	3	-21	-40	7	3

Among those listed so far, 3 have a Cl atom.
4) Cc1cc(Cl)ccc1C(=O)C1CCCN(C(=O)c2cnn(C(C)C)c2)C1 (stereo unspecified)
6) COCc1cc(Sc2ccc(Cl)cc2)nc(-c2ccccc2)n1
12) CCCCN1C2=C(C(=O)CCC2)C(c2ccc(Cl)c(Cl)c2)C2=C1c1ccccc1C2=O (stereo unspecified)
Screen / compound no.	4	6	12
LMP1 NFkB inh	2	-9	14
COUP-TFII inh	-6	-3	2
SRC1 inh	-11	-15	-5
TRAIL sens C8	20	0	7
CF NFkB block	11	9	18
NCOA3 inh	15	1	-23
NR5A2 inv ag	1	-1	0
Shn3 3UTR inh	-13	11	12
KKLEB cytotox	0	-2	-24
TROY signal inh	13	-9	-13
TWEAK Fn14 block	0	7	-21

(list continues)
16) Cn1c(=O)c2c(nc(CN3CCC(Cc4ccccc4)CC3)n2CCN2CCOCC2)n(C)c1=O
17) Cc1cc(C)c(NC(=O)C2CCCN2CCOC(=O)c2ccccc2)c(C)c1 (stereo unspecified)
18) Nc1ncnc2c1ncn2[C@@H]1O[C@H](C(=O)NS(=O)(=O)c2ccccc2[N+](=O)[O-])[C@@H](O)[C@H]1O
19) COc1ccc(N2CCN(C(=O)C3COc4ccccc4O3)CC2)cc1 (stereo unspecified)
20) Cc1ccc(S(=O)(=O)CCC(=O)Nc2ccc3c(c2)OCO3)cc1
Screen / compound no.	16	17	18	19	20
LMP1 NFkB inh	3	8	/	-4	-9
COUP-TFII inh	3	-9	-18	15	-15
SRC1 inh	14	2	9	2	7
TRAIL sens C8	-2	5	6	0	-4
CF NFkB block	-14	4	-23	-16	-14
NCOA3 inh	0	-5	-13	8	19
NR5A2 inv ag	12	8	26	-6	3
Shn3 3UTR inh	5	3	-8	-44	3
KKLEB cytotox	8	13	-22	7	5
TROY signal inh	11	-15	2	0	-15
TWEAK Fn14 block	8	-5	-17	14	-22

21) Cc1ccc(S(=O)(=O)N2CCN(C(=O)NCc3ccc(C(=O)O)cc3)CC2)cc1
22) O=C(O)/C=C/C(=O)Nc1ccc(S(=O)(=O)N2CCCC2)cc1
23) CN1C(=O)/C(=C\c2ccc(-c3ccccc3)o2)SC1=S
24) COCCn1nnnc1CN1CCC(NC(=O)Nc2cccc(OC)c2)CC1
25) Cc1ccc(C#CC(C)(O)C(C)(C)C)cn1 (stereo unspecified)
Screen / compound no.	21	22	23	24	25
LMP1 NFkB inh	-5	-5	-19	7	1
COUP-TFII inh	14	3	-12	12	-5
SRC1 inh	7	7	-1	1	-6
TRAIL sens C8	-3	-5	-3	1	-9
CF NFkB block	4	2	0	-5	8
NCOA3 inh	9	9	-6	5	-10
NR5A2 inv ag	0	2	13	-5	-7
Shn3 3UTR inh	1	2	-12	0	-4
KKLEB cytotox	-6	2	-2	14	0
TROY signal inh	-1	-30	-12	-10	-5
TWEAK Fn14 block	1	-4	-12	-10	10

26) NC(=O)c1ccc(NC(=O)CN2CCN(C(=O)c3ccco3)CC2)cc1
27) COc1cc(OC)cc(C(=O)NNC(=O)c2cc3ccccc3cc2O)c1
28) CSc1nc2sc3c(c2c(=O)[nH]1)CCC3
29) Cc1oc(S(=O)(=O)N2CCCCC2)cc1NC(=O)Nc1ccc(F)cc1
Screen / compound no.	26	27	28	29
LMP1 NFkB inh	-3	25	-3	2
COUP-TFII inh	-3	10	-20	-11
SRC1 inh	-1	13	-13	-7
TRAIL sens C8	-20	3	1	-6
CF NFkB block	-31	12	22	8
NCOA3 inh	-30	8	4	-2
NR5A2 inv ag	28	1	10	-1
Shn3 3UTR inh	-3	27	-8	-7
KKLEB cytotox	12	-19	-9	-4
TROY signal inh	8	-7	3	-17
TWEAK Fn14 block	-5	-4	-13	-6

Screening results deposited in PubChem BioAssay by several laboratories.

A portion of the library; rates above refer to the full screens.
